USP8 inh = blocks human USP8 ubiquitin-rhodamine cleavage. purified USP8, Ub-rhodamine cleavage fluorescence, 30 min. inhibition, % at 20 µM. 47,000 compounds, 4.2% hits. AID 1645853
USP30 inh = human USP30 deubiquitinase inhibition. AID 1645860. 47,000 compounds, 5.3% hits. inhibition, % at 25 µM. purified USP30, Ub-rhodamine cleavage fluorescence
Target sequence (Q70CQ3 whole entry, looked up): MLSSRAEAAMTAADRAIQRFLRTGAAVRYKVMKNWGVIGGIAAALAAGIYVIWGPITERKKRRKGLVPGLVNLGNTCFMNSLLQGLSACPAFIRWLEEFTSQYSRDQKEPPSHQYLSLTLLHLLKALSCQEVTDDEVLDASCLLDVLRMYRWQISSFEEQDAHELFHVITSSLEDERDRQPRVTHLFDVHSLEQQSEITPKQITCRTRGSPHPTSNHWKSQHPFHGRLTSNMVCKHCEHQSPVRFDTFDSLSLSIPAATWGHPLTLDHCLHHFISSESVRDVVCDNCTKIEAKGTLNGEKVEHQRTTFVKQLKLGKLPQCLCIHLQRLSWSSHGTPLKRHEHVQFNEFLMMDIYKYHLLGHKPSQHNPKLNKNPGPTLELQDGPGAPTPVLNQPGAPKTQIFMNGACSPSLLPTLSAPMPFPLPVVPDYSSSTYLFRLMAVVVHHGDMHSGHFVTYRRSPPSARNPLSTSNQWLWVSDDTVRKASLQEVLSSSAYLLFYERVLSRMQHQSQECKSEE
USP7 block = human USP7 deubiquitinase inhibition. Q93009. purified USP7, Ub-rhodamine cleavage fluorescence. inhibition, % at 20 µM. 47,000 compounds, 0.3% hits. AID 1645854
USP28 inh = inhibitors of human USP28 deubiquitinase; Q96RU2; purified USP28, Ub-rhodamine cleavage fluorescence, 30 min; inhibition, % at 25 µM; 47,000 compounds, 3% hits
USP17 inh = inhibitors of human USP17 deubiquitinase; A8MUK1; purified USP17, Ub-rhodamine cleavage fluorescence, 3 h; inhibition, % at 50 µM; 47,000 compounds, 6.5% hits; AID 1645855
USP10 block = inhibitors of human USP10 deubiquitinase | Q14694 | purified USP10, Ub-rhodamine fluorescence, 60 min | inhibition, % at 20 µM | 47,000 compounds, 1.1% hits | AID 1645856
UCHL1 inh = blocks human UCHL1 ubiquitin-rhodamine cleavage. purified UCHL1, Ub-rhodamine cleavage fluorescence. 47,000 compounds, 0.2% hits. P09936. AID 1645859. inhibition, % at 20 µM
OTUD3 inh = inhibitors of human OTUD3 deubiquitinase; inhibition, % at 25 µM; purified OTUD3, Ub-rhodamine fluorescence, 2 h; 47,000 compounds, 0.7% hits; Q5T2D3
Target sequence (Q5T2D3 whole entry, looked up): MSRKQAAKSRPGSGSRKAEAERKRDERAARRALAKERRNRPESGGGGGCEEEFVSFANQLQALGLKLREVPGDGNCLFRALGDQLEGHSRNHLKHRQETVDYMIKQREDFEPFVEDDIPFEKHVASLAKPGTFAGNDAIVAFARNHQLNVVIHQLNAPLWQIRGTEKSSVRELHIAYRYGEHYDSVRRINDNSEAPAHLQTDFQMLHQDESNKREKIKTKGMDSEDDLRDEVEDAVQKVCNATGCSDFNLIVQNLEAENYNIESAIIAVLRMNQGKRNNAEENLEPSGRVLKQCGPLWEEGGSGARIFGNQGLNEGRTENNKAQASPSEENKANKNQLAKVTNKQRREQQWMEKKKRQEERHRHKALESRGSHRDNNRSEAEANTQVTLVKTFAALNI
The depositor's hits bear a star; i = inactive; . = no result given. No stated cut-off is given here; in the data, active means inhibition above about 30%; inactive means the rest.

Molecule,USP8 inh,USP30 inh,USP7 block,USP28 inh,USP17 inh,USP10 block,UCHL1 inh,OTUD3 inh
CN1CCCN(C(=O)c2ccccc2)c2nc3ccccc3nc21,1,-8,-10,-2,-1,-1,2,-3
Cn1cc(CN2CCOC(CCc3ccnc(N)c3)C2)cn1 (centres undefined),15,15,2,8,13,-9,-1,11
Cc1cnc(C(=O)N2CCC(c3nc4ccccc4cc3C(=O)N3CCCC3)CC2)cn1,10,1,4,8,8,0,3,10
Cc1cc(=O)n(CC(=O)Nc2ccccc2C)c(N2CCCCC2)n1,4,-4,-24,-3,15,4,0,2
CCOc1ccccc1C(=O)N(c1ccccn1)C1CCCCC1,15,25,-2,11,16,2,4,14
O=C(NCc1ccco1)c1ccc(NS(=O)(=O)c2ccc3[nH]c(=O)[nH]c3c2)cc1,-10,-93,-4,-13,-21,-1,-2,-2
COc1ccc(C(=O)CS(C)(=O)=O)cc1,4,14,2,9,6,0,2,12
O=C(Cc1cccc(F)c1)N1CCc2c(nc(N3CCCC3)[nH]c2=O)C1,-19,-4,4,-7,-2,2,-1,-6
COc1ccc2c(c1)C=C(C(=O)Nc1ccc(-n3cnnn3)cc1)C=CO2,15,33*,24,24,39*,17,11,17
COc1ccc(C(=O)N(Cc2ccco2)Cc2cccs2)cc1,-55,-7,-16,-2,2,6,-4,0
Clc1ccc2nc(NCc3ccccn3)nc(-c3ccccc3)c2c1,0,-25,-19,-4,.,-8,3,2
O=C(CSc1ncnc2nc[nH]c12)NC1CCCCC1,3,.,-1,.,-12,0,-1,-6
O=C(COC(=O)c1cc2ccccc2oc1=O)Nc1ncccn1,-12,-237,-26,-68,-68,-8,-24,-52
CN1C(=O)COc2ccc(NC(=O)c3cc4ccccc4oc3=O)cc21,-28,18,1,2,21,-2,-2,0
COc1ccccc1NC(=O)N1CCN(Cc2nc3cc(C)ccc3o2)CC1,-4,-2,-1,-4,-6,-3,-1,5
CC(C)(C)c1cc(C(=O)N2CCOC(c3cnccn3)C2)n[nH]1 (centres undefined),8,-1,0,-6,4,-2,-4,3
CC(=O)N1CCN(S(=O)(=O)c2cccnc2)C(c2ccccc2)C1 (centres undefined),17,6,10,3,5,0,3,4
COC(=O)c1cc2c(ccn2C)n1Cc1ccccc1,17,i,-42,-170,-87,-5,-11,-134
COc1ccc(C(=O)N2CCCC(c3ncc(C)[nH]3)C2)cn1 (centres undefined),0,7,3,-8,-5,2,-1,0
CCN1C[C@H]2CCN(C(=O)c3ccc(Cl)cc3)CC[C@H]2S1(=O)=O,-38,0,2,-1,-1,0,5,3
CCCCCCCCCC(O)CC(=O)NC(CC(N)=O)C(=O)NC(CCC(N)=O)C(=O)NC(C=O)CC(C)C (centres undefined),0,5,-7,12,-2,-5,2,22
Cc1cc(F)ccc1NC(=O)Cc1nc(C)c(C(=O)NC2CC2)s1,-29,-221,-5,-51,-19,-7,-6,-51
COc1ccc(CNC(=O)CCC2=NS(=O)(=O)c3ccccc3N2)cc1,18,20,7,9,6,2,2,11
O=C(Cn1ccc2ccc([N+](=O)[O-])cc21)NC1CCCc2ccccc21 (centres undefined),-8,-221,0,-53,-99,-11,-10,-64
Cc1nnc(SCC(=O)Nc2ccc3[nH]c(=O)[nH]c3c2)n1Cc1ccccc1,-21,-1,1,14,42*,-2,2,5
CN(C)C(=O)NC[C@H]1OC[C@@H]2CCN(Cc3cccc(C#N)c3)C[C@@H]21,-78,-14,0,-3,-17,-1,-1,-4
Cc1ccc(C)c(NC(=O)CCC(=O)OCC(=O)c2ccc(Cl)cc2)c1,14,19,4,3,6,4,1,5
Cc1ccc(S(=O)(=O)N[C@H]2C[C@H]3CN(C)c4ccccc4CN3C2)cc1,-8,-98,-1,-28,-40,-7,-8,-22
CC(=O)Nc1ccc(-n2cnc(C(=O)N3CCN(c4ccc(F)cc4)CC3)c2)nc1,-6,-13,-1,-10,-1,1,-3,-10
Cc1c(C(=O)OCCOc2ccccc2)[nH]c2c1C(=O)CC(c1ccc(Cl)cc1)C2 (centres undefined),9,-8,0,-15,-4,13,-2,-11
CC1CCN(S(=O)(=O)c2nn(C)cc2C(=O)Nc2ccc(F)cc2)CC1,-11,19,-11,10,13,0,0,4
CCc1nc(SCC(=O)c2ccc(F)cc2)c2oc3ccccc3c2n1,-9,0,1,-12,-10,0,-3,-7
O=C(c1ccc2c(c1)OCO2)N1CCc2c(nc[nH]c2=O)C1,4,1,5,-1,3,-2,6,6
O=C(NCc1nc(-c2ccc3c(c2)ncn3C2CCCC2)no1)c1ccccc1,5,9,3,4,-2,-1,1,1
COc1ccc(NC(=O)c2cnc(N3CCCC3)nc2C)cc1OC,11,5,1,27,-2,1,2,10
O=C(NC1CCCc2ccccc21)c1cncc(Br)c1 (centres undefined),-4,1,1,-5,22,-5,-2,-4
Cc1ccccc1C(=O)NCc1ccc2c(c1)CCO2,-34,9,3,8,4,2,1,3
CC(=O)N[C@@H]1C[C@H](c2cc(F)cc(F)c2)O[C@@H]2CCC[C@@H]12,16,13,2,12,13,1,2,16
Cc1cc(Nc2ncc(Cl)cc2Cl)n(-c2ccccc2C(F)(F)F)n1,15,5,-143,11,12,0,4,6
CC(C)N1Cc2cc(C(=O)N3CCN(c4ccc(F)cc4)CC3)sc2C1,0,3,-8,0,0,1,2,3
Cc1c(N2CCN(S(=O)(=O)c3ccc(C(C)C)cc3)CC2)c(=O)n(C)c(=O)n1C,5,21,7,2,-2,0,0,1
Cc1cccc(OCc2nnc(C3(c4ccc(Cl)cc4)CCOCC3)o2)c1,-2,-4,-40,-7,-5,-1,1,-1
O=C(C1CCCCC1)N1CCN(c2nc3c(Cl)cccc3s2)CC1,-3,9,-41,-6,1,4,4,0
COc1ccc(C(C)=O)cc1CSc1nnc(-c2ccncc2)n1C,13,13,1,2,8,2,3,4
CC(=O)N1CCN(c2oc(-c3cccc(C)c3)nc2S(=O)(=O)c2ccc(C)cc2)CC1,-7,-6,-11,-8,-4,-3,1,-4
Cc1ccc(CC(=O)N2CCc3c(c(-c4nc(C)no4)nn3C)C2)cc1,5,5,-2,-3,0,0,-3,3
COc1cc2c(=O)n(C3CCCC3)c(=O)n(CC(=O)Nc3ccc(F)cc3)c2cc1OC,12,-1,-1,11,14,-4,7,16
O=C(c1nc(-c2ccc(F)cc2)no1)N1CCN(c2ccc(Cl)cc2)CC1,20,19,-9,9,13,9,6,15
COc1cc(C)ccc1OCCSc1nnc(-c2ccc3c(c2)OCO3)o1,-1,-23,3,5,5,5,1,0
COc1ccc(C2(c3nc(-c4cccc(F)c4)no3)CCOCC2)cc1,19,25,9,16,9,4,11,13
CCN(CC)C(=O)CC[C@H]1CNC(=O)[C@@H]2[C@@H](CCN2CC2CC2)N1C,0,.,5,.,-21,-1,1,0
CCN1CCN(c2nc(NC(C)C)c3cnn(C)c3n2)CC1,-2,7,0,7,3,2,1,10
COc1ccc(OC)c(-c2csc(N(CCc3ccc(OC)c(OC)c3)C(C)=O)n2)c1,-4,-5,1,-11,-27,-2,-2,-6
Cc1cc(OCC(=O)Nc2c(C)cccc2C)nc(N2CCCCCC2)n1,2,9,-15,5,30*,-2,0,8
O=C(O)CCn1c(=O)[nH]c2cc3c(cc2c1=O)OCO3,-6,-21,0,-8,-12,-4,-3,-4
Cn1nccc1CN1CCc2nc3cc(C(C)(C)C)[nH]n3c(=O)c2C1,-1,14,0,2,-6,1,0,6
O=C(Nc1ccc(-c2nccs2)cc1)C1CCN(c2nc3ccccc3o2)CC1,12,0,3,11,-4,11,3,0
COc1ccc2c(c1)CCc1c-2n[nH]c1C(=O)N1CCC(C(N)=O)CC1,-24,30*,3,9,24,1,1,7
O=C(N[C@H](CO)Cc1ccccc1)c1nc(-c2ccc(F)cc2)no1,4,-5,-2,0,-4,5,-1,-2
CS(=O)(=O)NC1CCCN(C(=O)Nc2cccc3ccccc23)C1 (centres undefined),93*,12,-8,11,87*,-8,5,11

Other compounds:
Molecule,USP8 inh,USP30 inh,USP7 block,USP28 inh,USP17 inh,USP10 block,UCHL1 inh,OTUD3 inh
COc1cccc(NC(=O)Cn2cnc3c(sc4nc5c(cc43)COC(C)(C)C5)c2=O)c1,-12,-81,-2,-23,3,-3,-4,-25
COc1ccc(CCNC(=O)C23CC4CC(CC(C4)C2)C3)cc1OC,9,9,1,-2,1,3,0,12
Cc1ccc2cnn(CC(=O)N3CCc4ccccc43)c2c1,14,25,4,17,0,3,2,9
COc1ccc(C(=O)Nc2c(-c3cccc(C)c3)c(=O)c3ccccc3n2C)cc1OC,16,15,6,0,6,3,0,9
O=C(NCc1ccccc1)c1ccc2nn(CC(=O)N3CCc4ccccc4C3)c(=O)n2c1,12,-13,0,-9,-7,3,-2,-2
CC1(CO)C[C@@H](O)C[C@@]2(C)C1[C@H](O)C[C@@]13CC4[C@@H](CC12)[C@@]4(C)C3 (some centres undefined),0,-58,-11,2,-11,-1,2,-3
COc1ccccc1OCCN(C)Cc1c([C@@H]2CCCO2)[nH]c2ncccc12,11,7,1,2,4,-1,1,9
CCc1nnc(-c2ccc(=O)n(CC(=O)N3CCN(c4ccccc4)CC3)c2)o1,-32,-11,10,-16,-91,-2,-6,-13
c1cnn(CC2CCCN2Cc2nc(-c3ccoc3)no2)c1 (centres undefined),-17,-104,-12,-27,.,-9,-7,-32
CCOc1ccc2nc(NC(=O)CCS(=O)(=O)c3ccc4c(c3)CCN4C(C)=O)sc2c1,21,-90,0,3,20,-5,3,3
Cc1ccc(C)c(CN2C(=O)COc3ccc(C(=O)c4ccccc4C(=O)O)cc32)c1,25,36*,2,22,9,10,10,15
CCc1nnc(NC(=O)C2CC(=O)N(CCc3ccc(F)cc3)C2)s1 (centres undefined),-108,-74,-27,-15,-31,-12,-23,-18
Cc1ccc2nc(CN(C)c3ccccc3)cc(=O)n2c1,74*,-136,-34,-5,36*,-7,6,-2
CC(C)NC(=O)C1(Cc2ccccc2-c2ccncc2)CCN(C(=O)c2ccncc2)CC1,6,0,0,-12,6,-2,-3,-3
Cn1nc(C(C)(C)C)cc1C(=O)Oc1ccc(Cl)cc1,-3,-4,-1,-3,-16,2,-2,5
O=C(CCN=C1NS(=O)(=O)c2ccccc21)Nc1cccc(-c2nnc3n2CCCCC3)c1,0,11,5,8,3,0,4,3
Cn1ccnc1CN1CCC2(CC1)CCN(c1cncnc1)C2=O,-61,1,1,-3,-6,4,-4,-1
Cc1cc(C)cc(NC(=O)N2CCC(c3nnc(-c4ccccc4)o3)CC2)c1,13,35*,2,14,14,4,1,14
Cc1oc(-c2[nH]ncc2C(=O)N2CCCC2)cc1S(=O)(=O)Nc1cccc(Cl)c1,-58,-73,-36,0,-22,0,4,-2
CN1Cc2c(C(=O)N3CCOCC3)ncn2-c2ccccc2S1(=O)=O,3,13,3,8,15,10,3,15

4 compounds already listed, ordered by the value under USP17 inh, lowest first.
SMILES | USP8 inh | USP30 inh | USP7 block | USP28 inh | USP17 inh | USP10 block | UCHL1 inh | OTUD3 inh
Cn1ccnc1CN1CCC2(CC1)CCN(c1cncnc1)C2=O | -61 | 1 | 1 | -3 | -6 | 4 | -4 | -1
Cc1ccc2cnn(CC(=O)N3CCc4ccccc43)c2c1 | 14 | 25 | 4 | 17 | 0 | 3 | 2 | 9
Cc1ccc(C)c(CN2C(=O)COc3ccc(C(=O)c4ccccc4C(=O)O)cc32)c1 | 25 | 36* | 2 | 22 | 9 | 10 | 10 | 15
CCOc1ccc2nc(NC(=O)CCS(=O)(=O)c3ccc4c(c3)CCN4C(C)=O)sc2c1 | 21 | -90 | 0 | 3 | 20 | -5 | 3 | 3

The listing picks up, repeating the 3 entries before the break.
Molecule,USP8 inh,USP30 inh,USP7 block,USP28 inh,USP17 inh,USP10 block,UCHL1 inh,OTUD3 inh
Cc1cc(C)cc(NC(=O)N2CCC(c3nnc(-c4ccccc4)o3)CC2)c1,13,35*,2,14,14,4,1,14
Cc1oc(-c2[nH]ncc2C(=O)N2CCCC2)cc1S(=O)(=O)Nc1cccc(Cl)c1,-58,-73,-36,0,-22,0,4,-2
CN1Cc2c(C(=O)N3CCOCC3)ncn2-c2ccccc2S1(=O)=O,3,13,3,8,15,10,3,15
Cc1ccc(NC(=O)Cn2cc(S(=O)(=O)N3CCOCC3)ccc2=O)cc1C,-102,4,7,-4,13,0,0,-1
Cc1cc(C)cc(C(=O)N2CCN(c3ncnc4c3nnn4Cc3ccccc3)CC2)c1,-6,14,2,16,.,12,7,5
O=C(NCCc1ccc(Cl)cc1)c1cccc(-n2cnc3cccnc32)c1,-7,-77,-9,16,-33,-14,-5,-22
COc1ccccc1CNC(=O)COC(=O)c1c(C)c(-c2ccccc2)nc2ccccc12,-5,-82,-5,-23,-22,-8,-4,-14
